Dengue-2 NS5 capping: flavivirus cap methylation enzyme inhibition – biochemical, confirmation dose response, primary screen (AID 588689); Dengue-2 NS5 methyltransferase capping enzyme assay, biochemical; higher % means a stronger effect; actives 0.3% (n = 340,000); one-dose inhibition, % at 25 µM; IC50 in µM for titrated hits; in the data active = a potency from the dose series
Dengue-2 NS5 capping pilot replicate: recorded beside Dengue-2 NS5 capping, whose call it bears; inhibition, %; measured here: pilot screen replicate inhibition
The depositor's hits bear a star. Not all compounds are listed. The share of hits here may be higher or lower than overall.

SMILES	Dengue-2 NS5 capping	others
CC(C#N)(Cc1ccccc1)Nc1ccccc1 (stereo not given)	0.0%
Cc1ccc(C)c(NC(=O)COC(=O)c2ccc(S(=O)(=O)N3CCCC3)cc2)c1	6.0%
CC(C)c1ccc(-n2nnnc2SCC(=O)NC2CC2)cc1	-2.9%
CCN(CC)S(=O)(=O)c1ccc(NC(=O)COc2cccc(-n3cnnn3)c2)cc1	-10.1%
COc1ccccc1CCNC(=O)C(=O)Nc1cc2c3c(c1)C(C)C(=O)N3CCC2 (stereo not given)	-8.0%
CCN(CC)c1ccc(S(=O)(=O)N2CCOCC2)cc1NC(=O)Cn1nc(C)c([N+](=O)[O-])c1C	-6.0%
Cc1cc(O)cc(=O)n1Cc1ccccc1	-3.9%
O=C(COc1ccccc1Br)NCCC1=CCCCC1	-11.6%
COC(=O)C(N)Cc1ccc(Cl)cc1 (stereo not given)	-2.9%
O=C(CSc1ccc(Cl)cc1)Nc1nnc(-c2ccco2)o1	-8.0%
C[C@H](O)C#Cc1cnc2c(c1)C(=O)N([C@H](C)CO)C[C@@H](C)[C@@H](CN(C)Cc1ccc(-c3ccccc3)cc1)O2	1.2%
COC(=O)[C@@]12CCCN1[C@H](c1ccc(-c3ccc4c(c3)OCO4)c(OC)c1)[C@H]1C(=O)N(C)C(=O)[C@H]12	2.4%

Some of these compounds in order of length of the SMILES, descending.
SMILES	Dengue-2 NS5 capping	others
C[C@H](O)C#Cc1cnc2c(c1)C(=O)N([C@H](C)CO)C[C@@H](C)[C@@H](CN(C)Cc1ccc(-c3ccccc3)cc1)O2	1.2%
CCN(CC)c1ccc(S(=O)(=O)N2CCOCC2)cc1NC(=O)Cn1nc(C)c([N+](=O)[O-])c1C	-6.0%
O=C(COc1ccccc1Br)NCCC1=CCCCC1	-11.6%
CC(C#N)(Cc1ccccc1)Nc1ccccc1 (stereo not given)	0.0%

Reprinted at random: 2 compounds from above
SMILES	Dengue-2 NS5 capping	others
O=C(COc1ccccc1Br)NCCC1=CCCCC1	-11.6%
COc1ccccc1CCNC(=O)C(=O)Nc1cc2c3c(c1)C(C)C(=O)N3CCC2 (stereo not given)	-8.0%

The main list resumes with the 2 entries that preceded the break.
SMILES	Dengue-2 NS5 capping	others
C[C@H](O)C#Cc1cnc2c(c1)C(=O)N([C@H](C)CO)C[C@@H](C)[C@@H](CN(C)Cc1ccc(-c3ccccc3)cc1)O2	1.2%
COC(=O)[C@@]12CCCN1[C@H](c1ccc(-c3ccc4c(c3)OCO4)c(OC)c1)[C@H]1C(=O)N(C)C(=O)[C@H]12	2.4%
O=C1O[C@@H](c2ccc(O)cc2)Cc2cccc(O)c21	-7.7%
O=C(N/N=C/c1ccc([N+](=O)[O-])cc1)c1ccc(NS(=O)(=O)c2cccs2)cc1	-8.8%
COc1ccc(-c2noc(CCCCC(=O)N3CCN(c4cc(C)ccc4C)CC3)n2)cc1	0.0%	Dengue-2 NS5 capping pilot replicate=0.3
CCN(CC)CCNC(=O)c1cc(Br)c(N)cc1OC	2.2%
N#CC(C#N)=C1SC(=Nc2ccccc2)C(=Nc2ccccc2)N1c1ccccc1	-1.2%
CC1Cc2ccccc2N1C(=O)c1ccc(F)c(S(=O)(=O)N2CCOCC2)c1 (stereo not given)	-9.3%
O=C(CCS(=O)(=O)c1ccccc1)N(CCCN1CCOCC1)c1nc2c(F)cccc2s1	-18.5%
Cc1cc(C)c(C)c(S(=O)(=O)N2CCN(C(=O)C3CCC3)CC2)c1C	7.9%
COc1cccc(CNC(=O)c2cc(=O)[nH]c3ccc(S(=O)(=O)N4CCOCC4)cc23)c1	1.5%
CCN1C(=O)[C@H]2[C@@H](c3ccc(C)cc3)N3C(=O)N(c4cccc(Br)c4)C(=O)[C@@]3(CC)[C@H]2C1=O	0.4%
O=C(Nc1cc(-c2ccccc2)nn1-c1ccccc1)c1ccccc1F	-4.0%
CCCc1ccc(S(=O)(=O)N2CCN(C(=O)CN3C(=O)NC(C)(C4CC4)C3=O)CC2)cc1 (stereo not given)	1.6%
CCCN(CC(=O)Nc1ccccc1C)C(=O)c1cc2ccccc2oc1=O	-1.1%
CCOCCCNC(=O)Cn1cc2c(n1)-c1c(oc(C(=O)N3CCCC3)c1C)CC2	6.3%
Oc1cccc(C=NN=C2c3ccccc3-c3ccccc32)c1	-1.5%
Cc1cc(NC(=O)COC(=O)c2ccc(OC(F)(F)F)cc2)no1	-3.7%
O=C(CCNC(=O)c1ccc(Br)cc1)NCc1cccnc1	-2.2%
Cc1ccc(C(=O)NCC(=O)OCc2nnc(-c3ccc([N+](=O)[O-])cc3)o2)cc1	2.2%
CN(CC(=O)Nc1ccccc1Cl)C(=O)COC(=O)c1ccc(S(=O)(=O)C(F)F)cc1	-0.7%
COc1ccccc1C(=O)COC(=O)Cc1ccccc1F	8.1%
CCN1C[C@@H]2[C@@H]3C(=O)N(C)C(=O)[C@@H]3[C@](Cc3ccccc3)(C1=O)N2C(=O)c1ccccc1	1.6%
O=C(COc1ccc(Br)cc1)N(Cc1nnc(-c2ccccc2Cl)o1)C1CC1	-1.1%
COc1ccc(NC(=O)N(C)C[C@H]2Oc3ccc(NC(=O)C4CCCCC4)cc3C(=O)N([C@H](C)CO)C[C@@H]2C)cc1	2.5%
CCCCn1c(N)c(N(C)C(=O)c2cc3c(s2)CCCCC3)c(=O)[nH]c1=O	2.3%

Quoted from the listing (four entries):
SMILES	Dengue-2 NS5 capping	others
CCCN(CC(=O)Nc1ccccc1C)C(=O)c1cc2ccccc2oc1=O	-1.1%
CCOCCCNC(=O)Cn1cc2c(n1)-c1c(oc(C(=O)N3CCCC3)c1C)CC2	6.3%
Oc1cccc(C=NN=C2c3ccccc3-c3ccccc32)c1	-1.5%
Cc1cc(NC(=O)COC(=O)c2ccc(OC(F)(F)F)cc2)no1	-3.7%

Next entries.
SMILES	Dengue-2 NS5 capping	others
Cc1ccc(NC(=O)c2cnc(SCC(=O)NCC3CCCO3)n(C)c2=O)cc1C (stereo not given)	-5.1%
CC(OC(=O)Cc1n[nH]c(=O)c2ccccc12)C(=O)N(C)c1ccccc1 (stereo not given)	-3.5%
CC(=O)Nc1ccc(S(=O)(=O)CC(=O)CS(=O)(=O)c2ccc(NC(C)=O)cc2)cc1	-0.6%
O=C(Nc1nc(-c2ccccn2)cs1)c1cccc(S(=O)(=O)N2CCOCC2)c1	0.7%
COc1ccc([C@@H]2CC=C(C(=O)O)[C@H](c3ccc(Br)cc3)N2S(=O)(=O)c2ccc(C)cc2)cc1OC	-1.3%	Dengue-2 NS5 capping pilot replicate=-0.6
CCOC(=O)c1ccc(NC(=O)C2CC(=O)N(c3ccc4c(c3)OCCO4)C2)cc1 (stereo not given)	-4.5%
CS(=O)(=O)c1cccc(C(=O)OCC(=O)NC(=O)Nc2ccccc2F)c1	3.5%
CN(C(=O)c1ccc(NC(=O)Cc2ccc(NC(=O)C3CCCN(C(=O)C4CCCC4)C3)cc2)cc1)C1CCCC1 (stereo not given)	0.7%	Dengue-2 NS5 capping pilot replicate=2.4
O=C(CN1CCSC1=O)N1CCN(S(=O)(=O)c2ccc(Cl)cc2)CC1	1.5%
CCC1(C)CN=C(c2ccccc2)NC1 (stereo not given)	3.2%
Cc1nc(SCCc2nc3ccccc3[nH]2)c2oc3ccccc3c2n1	0.0%
CCCCCCCCCCCCC/C=C/[C@@H](O)[C@@H](N)CO	-2.9%
Cc1csc(NC(=O)c2oc3ccccc3c2C)n1	-5.0%
C[C@H]1CN([C@@H](C)CO)S(=O)(=O)c2ccc(Br)cc2O[C@@H]1CN(C)Cc1ccccc1	-8.7%
c1ccc(-c2nnnn2-c2ccccn2)cc1	3.2%
CCCCNc1c(-c2ccc(SC(C)CC)cc2)nc2ccccn12 (stereo not given)	3.1%
Cc1cc(Nc2ccccc2)nc(N2CCN(C(=O)c3ccc4c(c3)OCO4)CC2)n1	0.7%
O=C(NN=Cc1c(F)cccc1F)c1ccccc1NS(=O)(=O)c1cccs1	-3.9%
COc1ccccc1C(=O)NC(=O)COc1cc(Cl)ccc1Cl	0.0%
C=CCC1[C@H](C)[C@H]2[C@@H]3CC[C@@H](C3)[C@H]2CN1S(=O)(=O)c1ccc(C)cc1 (stereo not given in full)	2.3%	Dengue-2 NS5 capping pilot replicate=-1.2
COCC(=O)N[C@@H]1c2cc(OC)c(OC)cc2C[C@H]1OCc1ccccc1	-3.6%	Dengue-2 NS5 capping pilot replicate=-5.8
CCOC(=O)C1=CN(CC)S(=O)(=O)NC1c1cccc(OC)c1 (stereo not given)	-3.0%	Dengue-2 NS5 capping pilot replicate=3.3
COc1ccccc1OCCNC(=O)c1ccccc1OCc1c(C)noc1C	-7.6%
Cn1c(Cc2cccs2)nnc1SCC(=O)Nc1ccc(F)cc1F	-1.4%
C[C@H](CO)N1C[C@H](C)[C@@H](CN(C)S(=O)(=O)c2ccccc2)Oc2c(NC(=O)c3ccncc3)cccc2C1=O	-12.7%
CCN(c1ccccc1)S(=O)(=O)c1ccc(C(=O)NCC2(N(C)C)CCCCC2)cc1	-4.5%
O=C1[C@H](Cc2ccccc2)NCCCC[C@@H](c2ccco2)N1Cc1ccccc1	-7.2%
Cc1cc(OCC(=O)OCC(=O)c2ccc[nH]2)ccc1Cl	-7.2%
COc1ccccc1CNC(=O)COC(=O)CSc1ccc(Cl)cc1	-7.2%
CC(C)CC(=O)Nc1ccc(C(=O)COC(=O)C2=COCCO2)cc1	-3.6%
COc1cccc(C(=O)N2CCN(C(=O)C3CCCO3)CC2)c1 (stereo not given)	-0.7%
Cc1ccc(NC(=O)C(C)Sc2nnc3ccccn23)cc1 (stereo not given)	-3.1%
CCN1C[C@@H]2[C@@H]3C(=O)N(C)C(=O)[C@@H]3[C@](C)(C1=O)N2C(=O)c1ccc(Cl)cc1	-2.8%
Cc1ccc(S(=O)(=O)N(C)C[C@H]2Oc3ccc(NC(=O)C4CCCCC4)cc3C(=O)N([C@H](C)CO)C[C@H]2C)cc1	4.0%
CC1(C)O[C@@H]2[C@H](O1)[C@@H](COS(=O)(=O)O)O[C@H]2n1cnc2c(=O)[nH]cnc21	-2.4%
CC(C)CN(C(=O)COC(=O)CCC(=O)c1ccc(Cl)cc1)c1c(N)n(Cc2ccccc2)c(=O)[nH]c1=O	1.5%
CC1=C(C(=O)N2CCOCC2)CC(CC(=O)NCC2CCCCC2)C(=O)N1Cc1ccccc1 (stereo not given)	-1.6%
CCCCCCCCNS(=O)(=O)CCNCc1ccco1	-1.3%
CC1(C)c2ccccc2C(=O)c2ccccc21	-0.8%
CNC(=O)C1CC(=O)N(c2ccc(OCC(=O)Nc3ccc(F)cc3)cc2)C1 (stereo not given)	-4.3%
O=C(NNC(=O)c1cc(S(=O)(=O)N2CCOCC2)c(Cl)cc1Cl)c1ccccc1F	5.4%
COc1cc(C#Cc2c(-c3cncn3C)n(C)c3ccc(-c4cnc(N5CCOCC5)nc4)cc23)cc(OC)c1	-6.3%
Cc1ccccc1NC(=O)Cc1nc(COC(=O)/C=C/c2ccc(F)cc2)cs1	1.1%
CC(OC(=O)CCCN=C1NS(=O)(=O)c2ccccc21)C(=O)Nc1ccccc1[N+](=O)[O-] (stereo not given)	-7.2%
CCn1nc(C(=O)NCc2nnc3ccccn23)c2ccccc2c1=O	-0.7%
CN(C(=O)c1ccc(S(=O)(=O)N2CCCCC2)cc1)C1CCS(=O)(=O)C1 (stereo not given)	2.2%
CCCNC(=O)COc1coc(CN2CCN(C(=O)c3ccco3)CC2)cc1=O	-2.9%
O=C(C1CC(=O)N(C2CCCC2)C1)N1CCN(c2cccc(C(F)(F)F)c2)CC1 (stereo not given)	-3.7%
CCOc1ccc(NC(=O)COC(=O)CCC(=O)c2cccs2)cc1	-9.5%
Cc1ccc(CNC(=O)C2CC(=O)N(C3CCCC3)C2)cc1 (stereo not given)	-8.8%
COc1cc(C(O)C(=O)O)ccc1O (stereo not given)	-7.3%
O=C1C=CC(=Nc2ccc3c(c2)Cc2ccccc2-3)O1	-1.2%
C=C(C(=O)Nc1ccccc1)c1ccc(C)cc1	-3.2%
CCOC(=O)c1ccccc1NC(=O)CSc1nc2c(sc(=S)n2CC)c(=O)[nH]1	9.8%
Cc1cc(C(=O)O)cc(S(=O)(=O)Nc2c(C)nn(C)c2C)c1C	-2.4%
CC1(C)Cc2cccc(OCC(=O)N3CCN(c4cccc(C(F)(F)F)c4)CC3)c2O1	3.7%
CCOc1ccc(OCCC(=O)Nc2ccccc2C(=O)NC2CC2)cc1	-5.5%
COc1cccc(CNC(=O)COC(=O)CNC(=O)c2ccc(-c3ccccc3)cc2)c1	-11.4%
COc1cccc(NC(=O)CN(C)C(=O)Cc2n[nH]c(=O)c3ccccc23)c1	0.7%
Nc1ncnc2nc(-c3ccccc3)[nH]c12	-4.0%
Carrying on.
SMILES	Dengue-2 NS5 capping	others
O=CN1CCN(C(C(=O)NC2CCCCC2)c2ccc(Cl)cc2)CC1 (stereo not given)	-6.1%
O=c1[nH]c2nc(Br)[nH]c(=O)c2[nH]1	7.0%
CCOC(=O)Cn1cnc(C)c1	1.6%
Cc1cc(Br)ccc1SCC(=O)OCC(O)=C(C#N)c1nc2ccccc2[nH]1	7.2%
Cc1ccc(NC(=O)CCCNC(=O)c2ccc(Cl)cc2)cc1S(=O)(=O)N1CCCCC1	5.8%
CC[N+](C)(CC)CCOC(=O)C1c2ccccc2Oc2ccccc21	-2.9%
O=C(O)COc1ccccc1C=NNC(=O)c1ccccc1NS(=O)(=O)c1cccs1	7.4%
O=C(NCCC1CCCCN1S(=O)(=O)c1ccccc1)C(=O)NC1CCCC1 (stereo not given)	10.1%
Cc1cc(S(=O)(=O)Nc2ccc(C(=O)NCC3(N(C)C)CCCCC3)cc2)ccc1F	-4.4%
C#CC1(O)CCCC2C3CCC4CC(OC(C)=O)CCC4(C)C3C(=O)CC21C (stereo not given)	0.0%
COC(=O)c1ccc(CNC(=O)COC(=O)c2ccccc2-c2ccccc2)cc1	-9.5%
CCc1nnc(NC(=O)Cc2ccc(S(=O)(=O)N3CCCCC3)cc2)s1	-0.4%
Cc1cc(C(=O)Cn2cc(C(F)(F)F)ccc2=O)c(C)n1CC1CCCO1 (stereo not given)	-6.2%
Cc1ccc(NC(=O)CN2C(=O)NC3(CCCc4ccccc43)C2=O)c(Cl)c1 (stereo not given)	-3.9%
Cc1ccc2nc(SCC(=O)NCc3ccc4c(c3)OCO4)nc(=O)n2c1	-0.7%
O=C(O)CC1c2ccccc2C=Cc2ccccc21	-4.8%
CCCNC(=S)NC1CC2CCCC(C1)N2Cc1ccccc1OC (stereo not given)	-2.3%

High-throughput results from PubChem BioAssay.
